Bioassay records deposited in PubChem by National Center for Advancing Translational Sciences (NCATS).
IkB sig inh = suppresses IkB signaling in ABC-DLBCL reporter cells | Potency, µM (top dose mostly 57.1 µM), without a hit: top-dose IkBa stabilization activation | actives 0.04% (n = 110,000) | ABC-DLBCL IkBa-CBG/CBR dual luciferase ratio, 4 h; response scale: scaled: untreated 0%, proteasome inhibitor 100% | AID 445; active = well fitted curve in the direction sought with a large enough effect in the signal ratio, not every such curve was filed as active; inconclusive = small, poorly fitted or top-dose-only effect, or a change in a side signal; the % refers to the signal ratio;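 note: the direction sought is a rising ratio; 0% = basal untreated cells and 100% = reference inhibitor full response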
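In this assay, an IκBα–CBG68 fusion accumulates when IKK-driven degradation is blocked; native CBR normalizes for cell number. OCI-Ly3 cells were treated 4 h with compound and doxycycline, then green and red light read after Chroma-Glo addition.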
p53ts 32C kill = kills p53ts cells at the permissive temperature; H1299-p53A138V at 32C, ATP luminescence viability, 24 h; Potency, µM (titrated, usually from 46.1 µM), inactives show at the top dose activity change, negative = cytotoxicity, actives largely listed as cytotoxic; actives 0.93% (n = 130,000); AID 924;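 note: 0% = DMSO and -100% = full killing by reference compound; nearly all actives have a fitted effect of over 55% in size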
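Cells: H1299 p53ts (A138V), 600/well, pre-incubated 16–30 h at 37C. Cpd up to 46 uM, 24 h, 32C. Readout: ATPlite luminescence, 20 min RT. Normalization: DMSO vs tamoxifen 100 uM. AC50 by Hill equation.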
p53ts 39C tox = kills p53ts cells at the nonpermissive temperature; H1299-p53A138V viability at 39C, ATP luminescence, 24 h; Potency, µM (highest dose often 46.1 µM), for inactives: top-dose activity change, negative = cell killing, most hits filed as cytotoxic; actives 1.5% (n = 130,000); AID 902; note: nearly all actives have a fitted effect of over 55% in size
Imprint erasure = genomic imprint erasure induction. mouse ES Peg3-LacZ reporter, beta-gal luminescence, 40 h. Potency, µM (doses to about 60.7 µM), inactives show at the highest dose activity change, positive = activation, most hits filed as activators. actives 0.02% (n = 110,000);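 note: 0% = negative control wells on the plate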
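Readout: BetaGlo luminescence (5 min, room temp) for LacZ from the normally silent maternal Peg3 allele in female Peg3LacZ-Neo ES cells. Cells 300/well, 40 h, 37C, 5% CO2. Data normalized per plate to negative controls.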
An asterisk follows results filed as active; ? = inconclusive; / = no result given; [ ] = dose if it differs, or a comment. Unless noted, calls come from the whole dose curve; as a rule, active = well fitted curve in the direction sought with a large enough effect; inconclusive = small, poorly fitted or top-dose-only effect, or another doubt; inactive = no such curve, though single readings can be large; an effect the other way counts as inactive or inconclusive. Unless noted, % is set by controls: 0 for no effect and ±100 for the full control effect; potency is the fitted concentration of half-maximal effect.

mol	IkB sig inh	p53ts 32C kill	p53ts 39C tox	Imprint erasure
CC(C(=O)NCc1ccc(Cl)cc1)n1ccc2cc(S(=O)(=O)N3CCCCCC3)ccc21 (stereo not drawn)	-2.6%	-2%	?	-7%[10.9 µM]
CN(C)C(=O)Nc1ccc(F)cc1F	0.3%	-3%	10%	-7%
CN(C)Cc1cc(C(C)(C)C)cc(CN(C)C)c1O	1.4%[11.4 µM]	20%[9.22 µM]	2%[9.22 µM]	?
CCS(=O)(=O)CCSc1nc(-c2ccc(Br)cc2)cc(-c2ccccc2)c1C#N	0.2%	3%	?	-21%[10.9 µM]
O=C(NCc1ccccc1)N(Cc1cc2cc3c(cc2[nH]c1=O)OCCO3)CC1CCCO1 (stereo not drawn)	0.3%	-11%	-18%	-11%
O=C(Cn1cnnn1)OCC(=O)c1ccc(Cl)s1	?	-9%	-4%	-3%
COc1ccc(OC)c(NC(=O)CCn2cccc2)c1	/	-4%	7%	/
CCc1noc(C)c1C(=O)Nc1sc(C(=O)N(C)C)c(C)c1C(=O)OC	-0.5%	13%	-8%	14%
CCOc1ccc(NC(=O)Nc2ccc3c(c2)N(C)C(=O)CS3)cc1	?	-4%	2%	2%
CCOC(=O)CNc1nc2ccccc2n2c(C)nnc12	1.2%	2%	-10%	-9%[10.9 µM]
OCC1N=C(c2ccccn2)OC1c1ccccc1 (stereo not drawn)	-1.1%	2%	-6%	-4%
Brc1cccc(-c2nnc(SCc3ccon3)n2-c2ccccc2)c1	2.3%	3%	1%	-4%
C/C=C/c1ccc(OCCN2C(=O)NC(C)(C)C2=O)c(OC)c1	-1.3%	1%	12%	4%
O=c1c(-c2cc(F)cc(F)c2)nc2cnc(N3CCOCC3)nc2n1Cc1cccs1	-0.7%[11.4 µM]	2%	-4%	8%
CCOC(=O)c1nn(-c2ccc(OCC)cc2)c2nc(CC(C)C)c(C#N)c(=O)n12	/	1%	12%	/

Next section.
mol	IkB sig inh	p53ts 32C kill	p53ts 39C tox	Imprint erasure
Cn1c(Cn2c(=O)sc3ccccc32)nnc1SCc1cccnc1	-1.8%	-5%	-2%	-5%
C[C@H](NC(=O)OC(C)(C)C)c1nnc(SCC(=O)c2ccc(Cl)cc2)o1	2.8%	-2%	-1%	-10%
CC(C)(C)c1ccc(C(=O)NCCc2csc(-c3ccc(Cl)cc3)n2)cc1	?	8%	-11%	-7%[10.9 µM]
Cc1ccc2c(N)c(C(=O)N(c3ccccc3)c3ccccc3)sc2n1	/	-1%	2%	/
Cc1sc(NC(=O)CSc2nnc(-c3ccc(F)cc3)o2)c(C#N)c1C	1.1%	2%	-7%	-3%
CCN1C(=O)[C@H]2[C@H]3[C@H](O)[C@H](O)C/C(=N/NC(=O)OCc4ccccc4)[C@@H]3CC[C@@H]2C1=O	/	7%[9.22 µM]	-1%[9.22 µM]	/
CCN(CC)c1ccc(NC(=O)c2ccc(Br)o2)cc1	3.0%	13µM*	?	-52%[inhibitor]
Cc1ccc(-n2c(N)c(C(=O)N3CCCCC3)sc2=S)cc1	-2.3%	3%	-6%	9%
CCOC(=O)N1CCC(N2C(=O)c3ccc(C(=O)NCc4ccc(F)cc4)cc3C2=O)CC1	-0.2%	-10%	-7%	-13%
COc1cc2c(C(=O)NCc3ccccn3)cn(C)c(=O)c2cc1OC	-1.0%	-13%	-9%	-5%
CCOC(=O)c1ccc(NC(=O)CSc2nnc(C3CC3)n2CC)cc1	/	0%	6%	/
COCC(=O)N1CCC2(CC1)CN(Cc1ccc(C#N)cc1)C2	-1.9%[11.4 µM]	-6%	-7%	/
Cc1cccc(N2CCN(C(=O)c3ccc4c(Cl)c5c(nc4c3)CCCC5)CC2)c1C	?	12%	-17%	13%[10.9 µM]
CCN(Cc1cc2cc(C)ccc2[nH]c1=O)C(=O)c1cccc(OC)c1	2.3%	-8%	3%	-11%
Cc1nnc(NC(=O)C2CCN(c3nnnn3-c3ccccc3)CC2)s1	0.8%	-13%	-1%	-9%

Remaining list, next part.
mol	IkB sig inh	p53ts 32C kill	p53ts 39C tox	Imprint erasure
Cc1c(Cl)cccc1NC(=O)Cn1c(=O)n(Cc2ccco2)c(=O)c2sc3ccccc3c21	0.4%	0%	?	-8%[10.9 µM]
Cc1ccccc1Cn1c(=O)n(CCc2ccccc2)c(=O)c2ccccc21	?	-10%	-15%	-4%[10.9 µM]
CC(=O)c1cnc(Nc2nc(C)c3cc(C)ccc3n2)nc1C	0.0%	-4%	6%	0%
CCCCN1C(=O)C(O)(CC(=O)c2c(C)n[nH]c2C)c2cc(Br)ccc21 (stereo not drawn)	0.2%	16%	2%	-1%
COc1ccc(NC(=O)c2ccco2)cc1NC(=O)COc1ccc(C)c(C)c1	-4.5%	-10%	-11%	-13%[10.9 µM]
CCc1ccc(NC(=O)CSc2nc3c([nH]c4ccccc43)c(=O)n2-c2cccc(OC)c2)cc1	-3.4%	3%	-20%	-5%[10.9 µM]
Cc1c(C(=O)OCC2CCCCC2)[nH]c2c1C(=O)CC(c1ccc(Cl)cc1)C2 (stereo not drawn)	?	11%	2%	-7%[10.9 µM]
CC1CC(=O)C=C(O)C1C(=O)OC(C)(C)C (stereo not drawn)	3.4%	0%	-3%	6%
CCOC(=O)N1CCC(NC(=O)c2cc3c(-c4ccc(OC)c(OC)c4)nn(C)c3s2)CC1	-1.8%	4%	-9%	26%
CCc1ccc(-n2nc(CO)c(C(=O)NCCc3ccccc3)n2)cc1	0.1%	-5%	-25%	-7%[10.9 µM]
Cc1cc(=O)n(Cc2ccccc2)c2c1c(C)nn2-c1ccccc1	-0.1%	9%	10%	-6%[10.9 µM]
COc1cc2c(cc1OC)C(COc1ccc3c(C)cc(=O)oc3c1)N(C(=O)CC(C)C)CC2 (stereo not drawn)	-1.5%	0%	-3%	-12%[10.9 µM]
Cc1ccc(F)cc1NC(=O)CCc1c(C)nn(-c2ccc(N3CCCCC3)nn2)c1C	?	?	?	-5%[10.9 µM]
Cn1c(=O)c2c(n3c4ccccc4nc13)NC(=O)CC2c1cccc(Cl)c1 (stereo not drawn)	?	-15%	-2%	9%[10.9 µM]
CCc1ccc2[nH]c(=O)c(CN(CCCN3CCOCC3)C(=O)Nc3ccc(Cl)cc3)cc2c1	-3.8%	-2%	7%	-14%

Remaining list, next part:
mol	IkB sig inh	p53ts 32C kill	p53ts 39C tox	Imprint erasure
O=C(Nc1cccc(C(F)(F)F)c1)c1ccc2c(c1)nnn2C1CCCC1	-1.7%	-8%	14%	-12%[10.9 µM]
CCCc1c(C)c2cc(C)ccc2[nH]c1=O	-1.5%	2%	4%	6%
Cc1ccc2[nH]c(=O)c(CN(CCCN3CCOCC3)C(=O)NC3CCCCC3)cc2c1	0.7%	-5%	2%	-15%
COc1ccc(Cl)cc1NC(=O)Cn1c(=O)n(Cc2nc(C)no2)c(=O)c2ccccc21	0.6%	8%	-29%	12%[10.9 µM]
CC1Cc2cc(S(=O)(=O)CCC(=O)Nc3ccc(Cl)cc3F)ccc2N1C(=O)C1CC1 (stereo not drawn)	?	3%	-21%	12%[10.9 µM]
CC(C)CCNC(=O)NC(=O)COC(=O)C1=COCCO1	-0.6%	13%	-13%	5%
O=C(NCc1ccccc1)c1cnc2sc(N3CCCC3)nn2c1=O	-1.4%	1%	-15%	-8%[10.9 µM]
O=C(NC1CCS(=O)(=O)C1)c1cccc(S(=O)(=O)N2CCCCC2)c1 (stereo not drawn)	1.2%	8%	1%	-17%
Cc1ccc(C)c(-n2nnnc2SCC(=O)Nc2cccc(-c3nnc4n3CCCCC4)c2)c1	?	14%	-3%	-15%
COC(=O)[C@@]1(Cc2ccc(OC)cc2)[C@H]2c3cc(C(=O)N4CCCC4)n(CCc4c[nH]c5ccc(OC)cc45)c3C[C@H]2CN1C(=O)c1ccccc1	/	14%	-9%	-14%
CCN(c1ccccc1)S(=O)(=O)c1ccc(NCC2COc3ccccc3O2)nc1 (stereo not drawn)	?	3%	-1%	-16%
Cc1ccc(-c2cc(C(=O)NCc3ccc4c(c3)OCO4)[nH]n2)c(O)c1C	?	0%	-10%	-5%
Cc1cccc(CS(=O)(=O)Cc2ccc(C(=O)NCc3cccnc3)o2)c1	0.1%	-14%	-11%	-13%
CCOc1ccc(-c2cc3nc(C4CCN(C(=O)OC(C)(C)C)CC4)c(C(=O)Nc4cccc(C(F)(F)F)c4)cn3n2)cc1	-0.7%	-5%	-25%	-18%[10.9 µM]
Cc1ccc(Cl)cc1NC(=O)c1cc(-c2ccc3c(c2)OCCO3)on1	3.1%	?	?	-27%[10.9 µM]

A run of entries from further up, for reference:
mol	IkB sig inh	p53ts 32C kill	p53ts 39C tox	Imprint erasure
O=C(Nc1cccc(C(F)(F)F)c1)c1ccc2c(c1)nnn2C1CCCC1	-1.7%	-8%	14%	-12%[10.9 µM]
CCCc1c(C)c2cc(C)ccc2[nH]c1=O	-1.5%	2%	4%	6%

Remaining list, next part.
mol	IkB sig inh	p53ts 32C kill	p53ts 39C tox	Imprint erasure
O=C(NCc1ccccn1)c1cc2ccccc2oc1=O	?	-7%	-6%	-50%[inhibitor]
COc1ccc(NC(=O)CN2CCN(Cc3ccccc3)S2(=O)=O)c(OC)c1	-0.2%	0%	16%	-11%[10.9 µM]
Clc1ccc(Cc2noc(Cc3ccccc3)n2)cc1Cl	0.5%	-5%	-1%	7%
COc1ccc(N2CCn3c2nc2c3c(=O)n(CCCc3ccccc3)c(=O)n2C)c(OC)c1	?	-7%	25%	-19%
Cc1onc(-c2ccccc2Cl)c1C(=O)Nc1cccc2nsnc12	0.1%	-1%	-1%	-9%
CCN1CCN(C(=O)C2(NC(=O)Nc3cccc(F)c3)CCCCC2)CC1	/	4%	14%	/
C=CCNC(=S)NNC(=O)c1ccc(OCCC)cc1	/	8%	-2%	/
CC(C)c1nc2oc3c(NCc4cccnc4)ncnc3c2c2c1CCC2	1.2%	11%	16%	?
CC1CCCN(CCCNC(=O)C2CC(=O)N(c3ccc(F)c(Cl)c3)C2)C1 (stereo not drawn)	0.0%	-9%	-7%	-36%[inhibitor]
Cc1cc(C)n(-c2nc(C)nc(NCc3ccccc3)n2)n1	0.0%	15%	-4%	-18%
CCOC(=O)c1ccccc1Nc1cc(C)nc2nc(-c3ccco3)nn12	-1.0%	3%	11%	-13%[10.9 µM]
Cc1ccc2c(c1)-c1onc(C(=O)N3CCN(c4cccc(C)c4C)CC3)c1CO2	-1.8%	-5%	4%	-19%[10.9 µM]
CC(=O)Nc1cc(NC(=O)C2C3C=CC(C3)C2C(=O)O)ccc1Cl (stereo not drawn)	0.3%	1%	0%	0%
CCOC(=O)Cc1ccc(NC(=O)N2CC(CC)Oc3ccccc32)cc1 (stereo not drawn)	0.8%	4%	-21%	-10%[10.9 µM]
COC(=O)c1ccccc1S(=O)(=O)N1CCC(c2nc3ccccc3o2)CC1	?	-12%	-1%	-11%

(list continues)
mol	IkB sig inh	p53ts 32C kill	p53ts 39C tox	Imprint erasure
O=C(NC12CC3CC(CC(C3)C1)C2)N1CCC(O)(c2ccc3c(c2)OCO3)CC1	-0.6%	4%	-7%	-8%
CCOc1ccccc1CN(CCc1ccc2c(c1)OCO2)Cc1cccc(OC)c1OC	?	?	-25%	-17%[10.9 µM]
Cc1ccc(S(=O)(=O)Cn2nnnc2CN2CCN(Cc3ccc4c(c3)OCO4)CC2)cc1	2.1%	1%	1%	-13%
COC(=O)C1(C)NC(c2ccc(O)cc2)C2C(=O)N(c3ccc4c(c3)OCCO4)C(=O)C21 (stereo not drawn)	-1.2%	1%	-4%	0%
O=c1cc(-c2ccccc2O)oc2ccc3ccccc3c12	20%[11.4 µM]	2.5µM*	2µM*	-97%[inhibitor]
O=C(Cn1nc(C(F)(F)F)c2c1CCCC2)Nc1ccc(Cl)cc1	?	13%	-23%	-9%[10.9 µM]
COC(=O)c1ccc(NC(=O)Nc2nnc(N(C)C3CCCCC3)s2)cc1	?	6%	-2%	-14%[10.9 µM]
